Screening results (PubChem)
RGS4 inhibitor – inhibitors of human regulator of G protein signaling 4. P49798. Transcreener GDP fluorescence polarization, RGS4-accelerated GTP hydrolysis. AID 504845. 0.039% of 390,000 active. Potency, µM (top dose mostly 114 µM), for the others: top-dose activity change, negative = inhibition, hits mostly inhibitors; also: % is scaled to controls: 0 for no effect and ±100 for the full control effect; nearly all actives have a fitted effect of over 75% in size; some results filed as inactive show a strong effect at the top dose
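MLSMR compounds (23 nl, pin-transferred) preincubated 10 min at room temperature with a 500nM (2x) first reagent, then RGS4 at 900nM (2x) plus Transcreener GDP mix added; fluorescence polarization (620/688 nm) read before and after 90 min at 30 °C.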
HP1b chromo inh – blocks HP1-beta chromodomain binding to methylated histone tails; 0.56% of 390,000 active; P83916; Potency, µM (top dose mostly 114 µM), for inactives: at the top dose activity change, negative = inhibition, actives largely listed as inhibitors; AlphaScreen HP1-beta / biotin-H3K9me3 peptide binding; also: nearly all actives have a fitted effect of over 70% in size; inactives centre near 23
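AlphaScreen: HP1-beta (50 nM) preformed 30 min with biotin-H3(1-18)K9me3 peptide (50 nM) in PBS pH 7.4, 0.01% Tween-20. Compound added for 30 min at RT, then streptavidin donor/nickel chelate acceptor beads (10 ug/mL) for 30 min.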
ERG-DNA inh – inhibitors of human ERG Ets domain-DNA interaction; P11308; fluorescence polarization, His-ERG Ets domain / labelled DNA; Potency, µM (top dose mostly 76.9 µM), inactives show at the top dose FP activity, negative = inhibition, most hits filed as inhibitors; 0.028% of 370,000 active; AID 624246; active = well fitted inhibition curve with a large enough effect in the polarisation, with a control signal flat; inconclusive = small, poorly fitted or top-dose-only effect, or effect the other way, or a change in a side signal; inactive = no such curve, though single readings can be large or run the other way; the % refers to the polarisation;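 also: polarization taken with two DNA probes labelled with fluorescein and Texas red; % of control where 0% means no effect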
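His-tagged ERG Ets domain (1 uM in the protein solution; 300mM KCl, 50mM Tris-HCl, 1mM EDTA, 1mM DTT, pH 7.5) received compound, then a probe mix of 5 nM fluorescein-DNA and 100nM Texas-615-DNA. Fluorescence polarization was read for both dyes.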
PGK inhibitor – blocks T. brucei phosphoglycerate kinase; P07378; PGK/GAPDH coupled, Kinase-Glo luminescence, 60 min; Potency, µM (top dose mostly 57.5 µM), inactives show at the top dose activity change, negative = inhibition, usual class: inhibitors; 0.043% of 380,000 active; AID 602233; also: % is scaled to controls: 0 for no effect and ±100 for the full control effect; nearly all actives have a fitted effect of over 60% in size
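Recombinant glycosomal PGK reaction used 1,3-bisphosphoglycerate generated in-well by GAPDH (100nM final) in 100mM TEA pH 7.6, 5mM MgCl2, 0.01% Tween-20. After 60 minutes at room temperature, ATP was read by Kinase-Glo Plus luminescence end-point.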
TrxR1 inh – rat TrxR1 inhibition; 1% of 390,000 active; Potency, µM (top dose mostly 114 µM), for the others: top-dose activity change, negative = inhibition, most hits filed as inhibitors; recombinant rTrxR1, NADPH fluorescence consumption, selenite substrate; AID 588453; O89049; also: % is scaled to controls: 0 for no effect and ±100 for the full control effect; nearly all actives have a fitted effect of over 65% in size
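Rat TrxR1 (90 nM in the dispensed reagent) was pre-reduced with 400 uM NADPH for 5 min at room temperature, then incubated with compound for 15 min. After 400 uM selenite was added, NADPH fluorescence (Ex 340/Em 450 nm) was followed for 8 min.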
Pin1 inhibitor – blocks the human prolyl isomerase Pin1 | Pin1 FP peptide displacement, HiFluor488, 10 min | AID 504891 | Q13526 | Potency, µM (series often up to 115 µM), inactives show at the top dose activity, negative = inhibition, most hits filed as inhibitors | 0.009% of 390,000 active; active = well fitted inhibition curve with a large enough effect in the polarisation, with a control signal flat, not every such curve was filed as active; inconclusive = small, poorly fitted or top-dose-only effect, or effect the other way, or a change in a side signal; inactive = no such curve, though single readings can be large or run the other way; the % refers to the polarisation; also: % is scaled to controls: 0 for no effect and ±100 for the full control effect
GLS inh – blocks human kidney-isoform glutaminase activity. Potency, µM (highest dose often 45.5 µM), for the others: top-dose activity change, negative = inhibition, usual class: inhibitors. GLS enzymatic activity, qHTS titration. 0.21% of 410,000 active; also: % is scaled to controls: 0 for no effect and ±100 for the full control effect
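hKGA in 45 mM KH2PO4 pH 8.2, 0.02% Tween-20 with pin-transferred compounds; 1 mM L-glutamine (stock) plus glutamate oxidase/HRP/Amplex Red coupling added. Fluorescence read initially and after 30 min at RT.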
12-LOX inh – inhibitors of human 12S-lipoxygenase ALOX12; P18054; Potency, µM (series often up to 108 µM), without a hit: top-dose activity change, negative = inhibition, actives largely listed as inhibitors; 1.1% of 580,000 active; purified 12hLO, xylenol orange hydroperoxide absorbance; also: % is scaled to controls: 0 for no effect and ±100 for the full control effect
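Hydroperoxide product was detected by ferrous iron/xylenol orange as the 573 to 405 nm absorbance ratio. Arachidonic acid at 40 uM (final) was turned over for 30 min at room temperature by 150 nM human 12hLO, pH 7.0 Hepes buffer, after 15 min compound preincubation.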
JMJD2A Tudor – inhibitors of human JMJD2A Tudor domain; AID 504339; AlphaScreen JMJD2A-Tudor / H3K4me3 peptide binding; O75164; Potency, µM (top dose mostly 114 µM), without a hit: at the top dose activity change, negative = inhibition, usual class: inhibitors; 4.4% of 390,000 active; also: % is scaled to controls: 0 for no effect and ±100 for the full control effect; nearly all actives have a fitted effect of over 50% in size
Target sequence (O75164 whole entry, looked up, the tested form may be a part): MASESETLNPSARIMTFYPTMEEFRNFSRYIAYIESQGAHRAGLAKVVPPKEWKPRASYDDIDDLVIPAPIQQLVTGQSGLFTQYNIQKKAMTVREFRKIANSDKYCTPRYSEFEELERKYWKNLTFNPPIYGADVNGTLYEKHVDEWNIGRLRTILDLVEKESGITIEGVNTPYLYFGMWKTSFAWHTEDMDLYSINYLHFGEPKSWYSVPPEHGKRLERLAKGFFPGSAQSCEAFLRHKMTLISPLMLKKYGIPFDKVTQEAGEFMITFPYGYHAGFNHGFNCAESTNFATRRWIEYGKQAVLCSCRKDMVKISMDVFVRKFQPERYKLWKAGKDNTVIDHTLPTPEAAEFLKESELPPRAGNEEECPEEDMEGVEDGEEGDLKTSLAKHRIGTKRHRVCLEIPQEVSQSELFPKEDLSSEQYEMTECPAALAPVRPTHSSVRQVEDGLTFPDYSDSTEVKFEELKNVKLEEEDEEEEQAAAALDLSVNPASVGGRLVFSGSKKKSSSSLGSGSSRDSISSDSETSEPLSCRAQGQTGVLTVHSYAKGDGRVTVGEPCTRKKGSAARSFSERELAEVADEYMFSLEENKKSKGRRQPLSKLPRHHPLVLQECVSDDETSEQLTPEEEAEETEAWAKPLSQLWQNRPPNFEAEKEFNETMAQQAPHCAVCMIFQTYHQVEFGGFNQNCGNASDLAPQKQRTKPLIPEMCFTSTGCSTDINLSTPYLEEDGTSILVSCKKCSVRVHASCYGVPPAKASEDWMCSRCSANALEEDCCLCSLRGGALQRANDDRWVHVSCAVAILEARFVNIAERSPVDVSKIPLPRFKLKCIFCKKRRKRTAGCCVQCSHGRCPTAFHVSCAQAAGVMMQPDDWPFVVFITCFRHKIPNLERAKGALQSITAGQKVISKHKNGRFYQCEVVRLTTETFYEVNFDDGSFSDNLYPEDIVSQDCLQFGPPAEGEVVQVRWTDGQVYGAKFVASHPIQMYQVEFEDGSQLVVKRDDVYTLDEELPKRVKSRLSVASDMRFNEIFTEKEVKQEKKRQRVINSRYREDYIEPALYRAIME
* hit, by the source's call; i = inactive; ? = inconclusive; . = no result given; [ ] = remark or other dose. Unless noted, calls follow the shape of the dose curve; as a rule, active = well fitted curve in the direction sought with a large enough effect; inconclusive = small, poorly fitted or top-dose-only effect, or another doubt; inactive = no such curve, though single readings can be large; an effect the other way counts as inactive or inconclusive. Potency is read from the fitted curve at half-maximal effect.

1: CN1C[C@@H]2[C@@H]3C(=O)N(Cc4ccccc4)C(=O)[C@@H]3[C@](C)(C1=O)N2C(=O)c1ccc(Br)cc1
2: CN(Cc1ccon1)C(=O)CC1C(=O)NCCN1Cc1cccc(F)c1F (stereo unspecified)
3: COc1ccc(NC(=O)CSc2nc3c(c(-c4cccs4)c2C#N)CN(C)CC3)cc1OC
4: COc1ccc(CCC(=O)OCC(=O)NC(=O)c2ccc(Cl)cc2)cc1
5: O=C(CSc1ncn(-c2ccccc2)n1)N1CCc2ccccc21
6: CCOc1ccc(CCNC(=O)COC(=O)c2cccc(S(=O)(=O)N(C)C)c2)cc1OCC
7: COc1ccc(N(C(=O)c2ccncc2)S(=O)(=O)c2ccccc2)cc1
8: COc1ccc(N(C)C(=O)c2oc(=O)c3ccccc3c2-c2ccccc2)c(OC)c1
9: COC(=O)C1CCN(C(=O)c2ccccc2NC(C)=O)CC1
10: Nc1ncnc2c1ncn2[C@@H]1O[C@H](CNCc2ccc(OCc3ccccc3)cc2)[C@@H](O)[C@H]1O
assay / entry | 1 | 2 | 3 | 4 | 5 | 6 | 7 | 8 | 9 | 10
RGS4 inhibitor | -4% | 0% | -43% | -17% | -24% | -25% | 9% | 3% | 4% | -3%
HP1b chromo inh | 39% | 17% | -33% | 33% | 4% | 41%[activator] | 40%[activator] | 29% | 24% | 13%
ERG-DNA inh | 5% | 3% | . | -1% | 1% | 10% | -12% | 7% | -3% | -2%
PGK inhibitor | -4% | -1% | -9%[11.5 µM] | 1% | -3% | -2% | 5% | -1% | 8% | 1%
TrxR1 inh | -6%[57.1 µM] | ? | ? | 1%[11.4 µM] | 11%[57.1 µM] | 33% | -14% | 12% | 22% | -11%
Pin1 inhibitor | -2% | -14% | ? | ? | -2% | -10% | 7% | -1% | -8% | -10%
GLS inh | 1% | 2% | -3% | -8% | -12% | -10% | 6% | -5% | 1% | 15%
12-LOX inh | -1% | 11% | 7% | ? | ? | 5% | 0% | 18% | 0% | -1%
JMJD2A Tudor | -6% | -19% | -33% | -6% | ? | -9% | -9% | -34% | -17% | -27%

Some of these compounds in order of SMILES length, smallest number first.
5: O=C(CSc1ncn(-c2ccccc2)n1)N1CCc2ccccc21
4: COc1ccc(CCC(=O)OCC(=O)NC(=O)c2ccc(Cl)cc2)cc1
10: Nc1ncnc2c1ncn2[C@@H]1O[C@H](CNCc2ccc(OCc3ccccc3)cc2)[C@@H](O)[C@H]1O
assay / entry | 5 | 4 | 10
RGS4 inhibitor | -24% | -17% | -3%
HP1b chromo inh | 4% | 33% | 13%
ERG-DNA inh | 1% | -1% | -2%
PGK inhibitor | -3% | 1% | 1%
TrxR1 inh | 11%[57.1 µM] | 1%[11.4 µM] | -11%
Pin1 inhibitor | -2% | ? | -10%
GLS inh | -12% | -8% | 15%
12-LOX inh | ? | ? | -1%
JMJD2A Tudor | ? | -6% | -27%

Other structures
11: Cc1ccc(C)c(S(=O)(=O)N2CCN(C(=O)c3n[nH]c(=O)c4ccccc34)CC2)c1
12: Cc1ccccc1C1=N/C(=C/c2cccs2)C(=O)O1
13: CCNC(=O)CSc1nnc(-c2cccc(S(=O)(=O)N3CCOCC3)c2)o1
14: O=C(CN1CCC(NC(=O)C2CC2)CC1)Nc1cccc(F)c1
15: COc1ccc(-c2nc3ccccc3o2)cc1NC(=O)c1cc([N+](=O)[O-])ccc1N1CCOCC1
16: CCCn1c(C)cc(/C=C(\C#N)C(=O)OCC(=O)N(C)c2c(N)n(Cc3ccccc3)c(=O)[nH]c2=O)c1C
17: O=C(c1ccccc1[N+](=O)[O-])N1CCN(Cc2ccc3c(c2)OCO3)CC1
18: O=C(NCc1ccncc1)c1cccc(NS(=O)(=O)c2ccc(F)c(F)c2)c1
19: O=[N+]([O-])c1cc(C(F)(F)F)ccc1N1CCCNCC1
20: Cc1cc(C(=O)Nc2ccc(Br)cc2)cs1
assay / entry | 11 | 12 | 13 | 14 | 15 | 16 | 17 | 18 | 19 | 20
RGS4 inhibitor | 7% | -14% | 0% | 10% | -9% | ? | 11% | -22% | 11% | 0%
HP1b chromo inh | 49%[activator] | 37% | 19% | 23% | 23% | -7% | 23% | 24% | -2% | 51%[activator]
ERG-DNA inh | -18% | 19% | 1% | 0% | 0% | 26% | 0% | 2% | -12% | 8%
PGK inhibitor | -1% | . | 6% | i | 2% | 0% | 1% | -5% | -10% | -2%
TrxR1 inh | 31% | 6% | -1%[57.1 µM] | 24% | 11% | -22% | -4% | -17% | -78% | 22%
Pin1 inhibitor | -2% | 5% | -7% | -4% | -3% | 36%[activator] | 0% | -4% | -5% | -2%
GLS inh | -13% | 5% | 9% | 0% | -4% | -4% | 5% | 1% | 7% | -6%
12-LOX inh | 1% | -2% | 19% | 3% | -24% | -17% | -2% | 0% | -1% | 7%
JMJD2A Tudor | -5% | -22% | -15% | -11% | -4% | -27% | 4%[57.1 µM] | -12% | -31% | 12%

21: COc1ccc(OC)c2sc(NC(=O)C3=COCCO3)nc12
22: O=C(CN1C(=O)c2cccc3cccc1c23)NC1CCCC1
23: COc1ccccc1N1CCN(C(=O)c2cc3c(=O)n4cccc(C)c4nc3s2)CC1
24: CCCn1c(S(=O)(=O)O)nc2ccccc21
25: Cc1ccc(S(=O)(=O)NCC(=O)OC(C)C(=O)c2ccccc2)cc1 (stereo unspecified)
26: FC(F)Oc1ccc(-n2cc(-c3ccccc3)[n+]3c2CCCCC3)cc1
27: COC(=O)c1ccccc1NC(=S)NC(=O)c1ccccc1
28: CN(C)/C=N/c1c(C#N)cnn1C
29: Cc1ccc(-n2nc(CO)c(C(=O)NCC(c3ccccc3)c3ccccc3)n2)cc1
30: O/N=C1/C2C3C(Br)C4C5CC(C1C53)C24 (stereo unspecified)
assay / entry | 21 | 22 | 23 | 24 | 25 | 26 | 27 | 28 | 29 | 30
RGS4 inhibitor | -6% | 14% | 19% | -2% | -10% | 24% | ? | -45% | 9% | -6%
HP1b chromo inh | 33% | 2% | 12% | 18% | 7% | 23% | -3% | 53%[activator] | 25% | 37%
ERG-DNA inh | 5% | 0% | 10% | -12% | 4% | 5% | 0% | -1% | 4% | -8%
PGK inhibitor | -1% | -7% | 7% | -29% | -11% | -2% | -7% | -7% | i | i
TrxR1 inh | 53%[activator][57.1 µM] | 17% | -12% | 20% | -16% | -7%[57.1 µM] | ? | 8% | 42%[activator] | -17%
Pin1 inhibitor | -1% | 11% | 5% | 1% | -1% | 3% | 0% | -1% | -11% | -2%
GLS inh | ? | -1% | 0% | 21% | 1% | -2% | 1% | 11% | 0% | -15%
12-LOX inh | ? | -44% | -6% | 0% | -1% | -18% | ? | ? | ? | -3%
JMJD2A Tudor | -4% | -10% | 0% | -15% | -15% | -4% | -27% | 1% | -14% | -8%

31: COc1ccc(OCc2cc(C(=O)N(Cc3nccn3C)C(C)C)no2)c2ccccc12
32: Cc1ccc2c(=O)cc(C(=O)N(Cc3ccccc3Cl)C3CCS(=O)(=O)C3)oc2c1 (stereo unspecified)
33: O=S(=O)(c1ccccc1)N1N=C(c2ccc(O)cc2)CC1c1ccco1 (stereo unspecified)
34: CS(=O)(=O)N(CC(=O)N1CCc2ccccc2C1)Cc1ccc(Cl)cc1
35: Cc1ccccc1C(=O)NCCCNC(=O)c1ccco1
36: C#CCn1c(=NC(=O)CN2C(=O)CCC2=O)sc2cc(S(N)(=O)=O)ccc21
37: COc1ccc(C(=O)N2CCN(S(=O)(=O)c3ccc(C)cc3C)CC2)cc1S(=O)(=O)N1CCOCC1
38: CC(O)[C@@H](C(=O)N1CCNCC1)n1cc(CCCCN)nn1 (stereo partly specified)
39: CCOC(=O)C1=C(C)N=c2s/c(=C\c3ccc(OCC(=O)O)c(OC)c3)c(=O)n2C1c1ccc(OC)cc1 (stereo unspecified)
40: COc1ccc(/C=C/C(=O)c2cccc(-n3cnnn3)c2)cc1O
41: O=C(c1cccc(N2C(=O)C3C4C=CC(C4)C3C2=O)c1)N1CCN(c2ccccc2)CC1 (stereo unspecified)
42: COc1ccc(CNC(=O)CN2CCN(c3cccc(C)c3C)CC2)cc1
assay / entry | 31 | 32 | 33 | 34 | 35 | 36 | 37 | 38 | 39 | 40 | 41 | 42
RGS4 inhibitor | 0% | -10% | -32% | -13% | -12% | 3% | 8% | 23% | ? | -41% | -20% | -6%[56.9 µM]
HP1b chromo inh | 44%[activator] | 30% | 33%[activator] | 43%[activator] | 21% | 16% | 32% | 18% | 8% | 18% | -1% | 56%[activator]
ERG-DNA inh | -1% | 9% | -4% | 10% | -3% | -8% | 0% | 1% | -8% | 4% | 2% | -3%
PGK inhibitor | -4% | -3% | -9% | i | 1% | -5% | -1% | -5% | -22% | i | -2% | -5%
TrxR1 inh | 31% | 5% | ? | 6% | 36%[activator][57.1 µM] | 11% | 39%[activator] | 14%[57.1 µM] | -28% | -5% | ? | 5%
Pin1 inhibitor | 1% | -7% | 11% | 2% | -4% | 7% | 0% | 1% | ? | ? | 10% | 0%
GLS inh | -4% | -6% | 8% | 0% | -1% | 2% | 1% | -1% | -11% | -7% | 24% | 26%
12-LOX inh | -4% | -10% | ? | -10% | -22% | -19% | -7% | ? | 0% | ? | 24% | ?
JMJD2A Tudor | 2% | -8% | -18% | 2% | 3% | -4% | -7% | -28% | 79µM* | -11% | -22% | -14%

A portion of the library. The share of hits here may be higher or lower than overall.
